PI4K2A block = blocks human PI4K2A kinase activity | AID 1346378 | purified PI4K2A, ADP-Glo luminescence, 1 h; stronger effect = lower value | 0.13% of 420,000 active | Q9BTU6 | activity change, negative = inhibition, % at 76.9 µM; in the data active means activity change below about -50%; inconclusive means mostly about -30% to -49%;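 further: -100% = wells without enzyme as full effect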
Target sequence (Q9BTU6 whole entry, looked up): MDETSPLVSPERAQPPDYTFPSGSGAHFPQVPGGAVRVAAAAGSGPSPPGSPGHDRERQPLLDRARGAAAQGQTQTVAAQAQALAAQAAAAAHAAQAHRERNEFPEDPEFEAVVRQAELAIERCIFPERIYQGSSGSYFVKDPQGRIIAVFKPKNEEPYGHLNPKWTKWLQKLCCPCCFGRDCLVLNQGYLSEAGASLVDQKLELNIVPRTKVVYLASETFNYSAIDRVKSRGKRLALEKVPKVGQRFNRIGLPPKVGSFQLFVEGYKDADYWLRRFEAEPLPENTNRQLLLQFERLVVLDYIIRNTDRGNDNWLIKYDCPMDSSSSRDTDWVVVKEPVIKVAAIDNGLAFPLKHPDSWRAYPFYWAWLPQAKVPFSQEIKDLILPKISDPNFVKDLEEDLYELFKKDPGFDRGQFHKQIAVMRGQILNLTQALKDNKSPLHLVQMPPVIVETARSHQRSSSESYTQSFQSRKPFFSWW
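PI4K2A activity was measured by ADP-Glo luminescence: enzyme (4 ug/mL stock) and phosphatidylinositol (1.2 mM stock) in Tris pH 7.5/MgCl2/EGTA/Triton X-100 buffer were reacted with ATP (300 microM stock) for one hour at ambient temperature.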
G9a block = G9a (human) methyltransferase inhibition | Q96KQ7 | G9a H3K9 monomethylation, AlphaScreen, 2 h | Potency, µM (doses to about 102 µM), inactives show top-dose activity, negative = inhibition, hits mostly inhibitors | 8.8% of 350,000 active; further: potency means the concentration at half of the fitted maximal effect; on the % scale 0 is the no-effect control and ±100 the full control effect; nearly all actives have a fitted effect of over 75% in size
Target sequence (Q96KQ7 913-1193 limits assumed): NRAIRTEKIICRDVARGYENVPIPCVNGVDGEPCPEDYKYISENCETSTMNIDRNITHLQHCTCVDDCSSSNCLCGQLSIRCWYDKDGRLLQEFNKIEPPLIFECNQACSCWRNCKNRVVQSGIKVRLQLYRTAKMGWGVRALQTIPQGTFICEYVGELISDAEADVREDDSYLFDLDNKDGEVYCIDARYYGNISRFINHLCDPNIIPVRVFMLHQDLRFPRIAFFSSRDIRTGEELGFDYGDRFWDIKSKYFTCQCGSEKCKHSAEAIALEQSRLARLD
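G9a (20 nM) was preincubated 15 min with compound, then reacted 2 h at room temperature with 500 nM biotin-H3K9 peptide and 20 µM SAM. Monomethyl-H3K9 detected by AlphaScreen using anti-H3K9me1 antibody.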
BAZ2B block = inhibitors of human BAZ2B bromodomain; Q9UIF8; AlphaScreen BAZ2B-H3K14Ac peptide displacement; Potency, µM (titrated, usually from 114 µM), inactives show top-dose activity change, negative = inhibition, usual class: inhibitors; 4.4% of 360,000 active; AID 504333; further: potency means the concentration at half of the fitted maximal effect; on the % scale 0 is the no-effect control and ±100 the full control effect; nearly all actives have a fitted effect of over 60% in size
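In this displacement format the biotinylated H3(5-23) peptide acetylated at Lys14 serves as ligand at 50 nM, with BAZ2B at 50 nM in PBS pH 7.4 containing 0.01% Tween-20. Donor and acceptor beads are 10 ug/mL final.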
HP1b chromo inh = inhibitors of HP1-beta chromodomain binding to methylated histone tails | P83916 | AlphaScreen HP1-beta / biotin-H3K9me3 peptide binding | Potency, µM (series often up to 114 µM), for inactives: top-dose activity change, negative = inhibition, hits mostly inhibitors | 0.56% of 390,000 active; further: potency means the concentration at half of the fitted maximal effect; nearly all actives have a fitted effect of over 70% in size; inactives centre near 23
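HP1-beta protein (50 nM final) preincubated 30 min at room temperature with biotinylated H3(1-18)K9me3 peptide (50 nM) in PBS pH 7.4, 0.01% Tween-20, then compound added for 30 min. AlphaScreen streptavidin donor/nickel chelate acceptor beads (10 ug/mL final), 30 min dark, luminescence read.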
JMJD2A Tudor = inhibitors of human JMJD2A Tudor domain. O75164. AlphaScreen JMJD2A-Tudor / H3K4me3 peptide binding. Potency, µM (series often up to 114 µM), inactives show top-dose activity change, negative = inhibition, hits mostly inhibitors. 4.4% of 390,000 active. AID 504339; further: potency means the concentration at half of the fitted maximal effect; on the % scale 0 is the no-effect control and ±100 the full control effect; nearly all actives have a fitted effect of over 50% in size
Pol eta inh = DNA polymerase eta (human) inhibition. recombinant Pol eta, fluorescent DNA replication assay. Potency, µM (highest dose often 114 µM), inactives show at the top dose activity change, negative = inhibition, hits mostly inhibitors. 1.2% of 390,000 active; further: potency means the concentration at half of the fitted maximal effect; on the % scale 0 is the no-effect control and ±100 the full control effect
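Pol eta (10 nM) was preincubated with compounds for 15 min at room temperature, after which fluorescent replication substrate (50 nM final) was added to start the reaction. Fluorescence was read kinetically at 0 and 10 min.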
Pin1 inh = human Pin1 inhibition; Pin1 FP peptide displacement, HiFluor488, 10 min; AID 504891; Potency, µM (top dose mostly 115 µM), without a hit: at the top dose activity, negative = inhibition, most hits filed as inhibitors; 0.009% of 390,000 active; Q13526; active means well fitted inhibition curve with a large enough effect in the polarisation, with a control signal flat, not every such curve was filed as active; inconclusive means small, poorly fitted or top-dose-only effect, or effect the other way, or a change in a side signal; inactive means no such curve, though single readings can be large or run the other way; the % refers to the polarisation; further: potency means the concentration at half of the fitted maximal effect; on the % scale 0 is the no-effect control and ±100 the full control effect
Target sequence (Q13526 whole entry, looked up): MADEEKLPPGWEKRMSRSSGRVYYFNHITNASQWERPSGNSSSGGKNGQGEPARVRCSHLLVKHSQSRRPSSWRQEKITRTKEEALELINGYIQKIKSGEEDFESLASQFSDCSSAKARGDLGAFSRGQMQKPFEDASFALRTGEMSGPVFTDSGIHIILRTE
Tb PGK inh = blocks T. brucei phosphoglycerate kinase; P07378; PGK/GAPDH coupled, Kinase-Glo luminescence, 60 min; Potency, µM (titrated, usually from 57.5 µM), without a hit: top-dose activity change, negative = inhibition, actives largely listed as inhibitors; 0.043% of 380,000 active; AID 602233; further: potency means the concentration at half of the fitted maximal effect; on the % scale 0 is the no-effect control and ±100 the full control effect; nearly all actives have a fitted effect of over 60% in size
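Recombinant glycosomal PGK reaction used 1,3-bisphosphoglycerate generated in-well by GAPDH (100nM final) in 100mM TEA pH 7.6, 5mM MgCl2, 0.01% Tween-20. After 60 minutes at room temperature, ATP was read by Kinase-Glo Plus luminescence end-point.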
GLS inhibitor = glutaminase GLS (human) inhibition; O94925; GLS enzymatic activity, qHTS titration; Potency, µM (highest dose often 45.5 µM), for inactives: at the highest dose activity change, negative = inhibition, usual class: inhibitors; 0.21% of 410,000 active; AID 624170; further: potency means the concentration at half of the fitted maximal effect; on the % scale 0 is the no-effect control and ±100 the full control effect
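Read-out is an Amplex red fluorescence increase coupled through glutamate oxidase and HRP, measured before and after 30 min room-temperature incubation. hKGA is in 45 mM KH2PO4 (pH 8.2) with 0.02% Tween-20; glutamine added as 1mM solution.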
Active calls of the source: *; i = inactive; ? = inconclusive; nt = no result given; & = joins results of further samples; [ ] = remark or other dose. Unless noted, the call rests on the fitted dose curve; in most records, active means well fitted curve in the direction sought with a large enough effect; inconclusive means small, poorly fitted or top-dose-only effect, or another doubt; inactive means no such curve, though single readings can be large; an effect the other way counts as inactive or inconclusive. Only part of the results is shown (hit frequency here may not be typical).

SMILES	PI4K2A block	G9a block	BAZ2B block	HP1b chromo inh	JMJD2A Tudor	Pol eta inh	Pin1 inh	Tb PGK inh	GLS inhibitor
C[C@@H]1CC=C[C@H]2[C@H]1C(=O)N(Cc1ccccc1)[C@H]2c1ccc(-c2cc3ccccc3s2)cc1F	1	2%[59 µM]	-14%	34%	-17%	-6%	6%	-10%	0%
COC(=O)c1c(C)nc(C)c(C(=O)OC)c1-c1ccsc1	-6	0%	-12%	33%[activator]	-13%	-5%	1%	i	-3%
CCN(CC)CCNC(=O)c1ccc(NC(=O)c2c(F)cccc2Cl)cc1	-3	-18%	-16%	31%	-7%	3%	1%	-9%	0%
Cc1ccc(-n2nnnc2SCC(=O)c2c(N)n(C3CC3)c(=O)[nH]c2=O)cc1	-3	?	11%	40%[activator]	-11%	-2%	5%	-1%	8%
CCc1ccc(CN(Cc2ccco2)C(=O)c2cc(-c3ccc(Cl)cc3)on2)cc1	6	29%[59 µM]	4%	77%[activator]	2%	-14%	-7%	-1%	-10%
Cc1nc2ccc(S(=O)(=O)NC(C(=O)N3CCCC3)C(C)C)cc2s1 (stereo not drawn)	0	6%[59 µM]	10%	6%	?	-13%	-2%	-5%	3%
CC(=O)Nc1ccc(NC(=O)COC(=O)[C@@H]2CCCN2C(=O)c2cccs2)cc1	1	nt	nt	17%	-4%	?	-7%	i	1%
O=C(CNC(=O)c1ccco1)Nc1ccc(F)cc1	3	15%[12.7 µM]	-6%	-9%	-16%	-15%	-3%	4%	2%
COc1ccccc1NC(=S)NCc1cccnc1	0	11%[59 µM]	8%	39%	3%	-5%	-3%	-8%	-3%
CCN(c1ccc(OC)cc1)S(=O)(=O)c1nnc(NC(=O)c2ccccc2C)s1	-6	-41%[59 µM]	-14%	18%	-14%	-5%	7%	i	-2%
Cn1c(C(=O)N2CCN(C(=O)c3ccco3)CC2)cc2c(=O)n3ccccc3nc21	4	?	10%	32%[activator]	-21%	4%	?	-4%	-14%
CS(=O)(=O)N1CCc2cc(C(=O)N3CCN(c4ccccc4F)CC3)ccc21	-3&0	11%	-37%&1%	17%&16%	1%&-18%	-16%&-20%	0%&0%	4%	-15%&-3%
Cc1cc(C)c(C#N)c(SCc2cn3ccccc3n2)n1	-1	-1%[59 µM]	1%	6%	1%	-4%	5%	-5%	8%
COc1ccc(C(=O)NC(=S)Nc2ccc(Cl)c(C(=O)O)c2)cc1	-3	50µM*	-1%	?	-6%	-6%	-17%	-1%	6%
O=C(c1cccs1)N(Cc1nc2sc3c(c2c(=O)[nH]1)CCCC3)C1CCCC1	1	9%[59 µM]	-38%	9%	-23%	-19%	75%[activator]	-2%	3%
CC(=O)Nc1ccc(NC(=O)c2nc(S(=O)(=O)Cc3ccccc3)ncc2Cl)cc1	-22	-12%[0.501 µM]	-30%	47%[activator]	0%	-2%	-9%	-7%	2%
O=C(N/N=C/c1c(-c2ccccc2)[nH]c2ccccc12)c1cccnc1	3	-38%	-33%	22%	-25%	-13%	7%	-5%	14%
Cc1cc(C)c(NC(=O)C(=O)NCCc2csc(-c3ccc(F)cc3)n2)c(C)c1	0	14%[59 µM]	2%	12%[57 µM]	-14%	-4%	-12%	-2%	3%
COc1cc2ccccc2cc1C(=O)NC(=S)Nc1cc(C(=O)O)ccc1C	4	?	?	9%	-24%	-17%	3%	-5%	?
Cn1c(SCC(=O)NNC(=O)c2ccccc2Br)nnc1C(F)(F)F	1	5%[59 µM]	-2%	29%	0%	6%	-2%	-2%	3%
CCc1ccccc1NC(=O)c1sc(-n2nc(C)c(Cc3ccccc3)c2C)nc1C	-2	6%[59 µM]	-18%	54%[activator]	1%	-25%	-5%	i	7%
CCS(=O)(=O)N1CCCC(C(=O)NCCCOC(C)C)C1 (stereo not drawn)	-1	50%[0.501 µM]	-4%	31%	-1%	6%	0%	1%	5%
O=C(CCS(=O)(=O)c1ccccc1)OCC(=O)N1CCN(S(=O)(=O)c2ccc(Cl)cc2)CC1	-1	2%[0.501 µM]	-1%	23%	-14%	-2%	-5%	0%	0%
O=C(NCc1cccc(F)c1)C1=Cc2cc(Br)ccc2OC1	-1	14%[59 µM]	0%	26%[57 µM]	-2%	-21%	2%	-3%	3%
COc1ccc2c(c1)-c1nc(/N=C/c3ccccc3O)sc1CC2	4	?	?	?	?	-17%	0%	-13%	-6%
Oc1csc(Cc2nc(-c3ccc4ccccc4c3)cs2)n1	?	39%[12.7 µM]	-9%	5%	-18%	10%	23%	-3%	24%
CCOc1ccc2c(O)csc2c1	-14	?	-11%	-11%	?	?	-21%	-12%	32%[activator]
CC1CCCN(C(=O)C(C)Sc2nc(-c3ccccc3)cc(C(F)(F)F)n2)C1 (stereo not drawn)	2	46%[activator]	13%	70%[activator]	25%	-13%	9%	2%	?
CCOC(=O)C1CCN(C(=O)c2ccc(NC(=O)c3nsc4ccccc34)cc2)CC1	1	-2%[59 µM]	-2%	13%[57 µM]	-22%	-22%	?	-1%	8%
CC(C)CCNC(=O)Cn1cc(S(=O)(=O)Cc2ccc(F)cc2)c2ccccc21	-2	-28%[59 µM]	?	19%	-23%	-26%	3%	3%	-14%

2 consecutive compounds out of the list so far, for reference:
SMILES	PI4K2A block	G9a block	BAZ2B block	HP1b chromo inh	JMJD2A Tudor	Pol eta inh	Pin1 inh	Tb PGK inh	GLS inhibitor
CC(=O)Nc1ccc(NC(=O)c2nc(S(=O)(=O)Cc3ccccc3)ncc2Cl)cc1	-22	-12%[0.501 µM]	-30%	47%[activator]	0%	-2%	-9%	-7%	2%
O=C(N/N=C/c1c(-c2ccccc2)[nH]c2ccccc12)c1cccnc1	3	-38%	-33%	22%	-25%	-13%	7%	-5%	14%

Sorted by length of the SMILES (low to high): part of the list above
SMILES	PI4K2A block	G9a block	BAZ2B block	HP1b chromo inh	JMJD2A Tudor	Pol eta inh	Pin1 inh	Tb PGK inh	GLS inhibitor
CCOc1ccc2c(O)csc2c1	-14	?	-11%	-11%	?	?	-21%	-12%	32%[activator]
CCS(=O)(=O)N1CCCC(C(=O)NCCCOC(C)C)C1 (stereo not drawn)	-1	50%[0.501 µM]	-4%	31%	-1%	6%	0%	1%	5%
O=C(NCc1cccc(F)c1)C1=Cc2cc(Br)ccc2OC1	-1	14%[59 µM]	0%	26%[57 µM]	-2%	-21%	2%	-3%	3%
COc1ccc2c(c1)-c1nc(/N=C/c3ccccc3O)sc1CC2	4	?	?	?	?	-17%	0%	-13%	-6%
Cn1c(SCC(=O)NNC(=O)c2ccccc2Br)nnc1C(F)(F)F	1	5%[59 µM]	-2%	29%	0%	6%	-2%	-2%	3%
COc1cc2ccccc2cc1C(=O)NC(=S)Nc1cc(C(=O)O)ccc1C	4	?	?	9%	-24%	-17%	3%	-5%	?
CCOC(=O)C1CCN(C(=O)c2ccc(NC(=O)c3nsc4ccccc34)cc2)CC1	1	-2%[59 µM]	-2%	13%[57 µM]	-22%	-22%	?	-1%	8%

Next section:
SMILES	PI4K2A block	G9a block	BAZ2B block	HP1b chromo inh	JMJD2A Tudor	Pol eta inh	Pin1 inh	Tb PGK inh	GLS inhibitor
CC1(C)OC(=O)C(=CNCCc2ccc(O)cc2)C(=O)O1	6	-4%	-19%	20%	1%	-24%	-2%	3%	17%
Cc1cccc(NC(=O)NCC(c2ccc(F)cc2)N2CCN(C)CC2)c1 (stereo not drawn)	3	2%	0%	27%	-2%	-21%	7%	-2%	3%
O=C(NCCCN1CCN(c2ccccc2F)CC1)c1ccc2nc(Cc3ccccc3)oc2c1	6	-32%[59 µM]	-33%	13%[57 µM]	-34%	-21%	0%	-1%	-2%
Cc1cc(C)c2[nH]c(=O)c(CN(Cc3cccs3)C(=S)NCc3ccco3)cc2c1	0	-6%[59 µM]	-6%	-18%	-15%	-9%	54%[activator]	13%	6%
CC(=O)c1cccc(NC(=O)Cc2coc3cc4c(cc23)CCC4)c1	5	3%[59 µM]	-9%	-5%	-11%	-10%	3%	0%	8%
Cc1nc2c3ccccc3n(CC(=O)c3ccc(F)cc3)c(=O)n2n1	-4	?	-6%	53%[activator]	-9%	-25%	2%	1%	0%
O=c1cc(-c2ccccc2)c2ccc3c(c2o1)CN(Cc1cccc(Cl)c1)CO3	3	2%[59 µM]	-2%	52%[activator]	-18%	-6%	-1%	-6%	22%
O=C(NCCCN1CCOCC1)c1nn(-c2ccccc2)c(=O)c2ccccc12	1	9%[0.501 µM]	8%	33%	-6%	4%	5%	-3%	-1%
CN(C)C(CNc1ncnc2sccc12)c1cccs1 (stereo not drawn)	6	-16%	-5%	16%	-13%	-2%	2%	-5%	3%
CCOC(=O)N1CCN(C(=O)C2CCN(S(=O)(=O)N3CCCC3)CC2)CC1	-4	9%[12.7 µM]	-7%	12%	-1%	-7%	-5%	-3%	4%
COC(CC(=O)NNC(=S)Nc1ccccc1)OC	4	-35%	-12%	39%	-5%	-9%	-8%	5%	0%
C[C@H](CO)N1C[C@H](C)[C@@H](CN(C)S(=O)(=O)c2ccc(F)cc2)Oc2c(NC(=O)Nc3ccc4c(c3)OCO4)cccc2C1=O	1	nt	nt	-8%	?	-18%	?	-2%	18%
COc1cc(/C=N/Nc2nncn2/N=C/c2ccc(O)c(OC)c2)ccc1O	-22	-15%	-9%	33%	-22%	-33%	-1%	?	18%
Cc1noc(C)c1S(=O)(=O)Nc1ccc(O)c2c(=O)cc(-c3ccccc3Cl)oc12	-4	17%[12.7 µM]	-32%	24%	-26%	-7%	-4%	-5%	2%

Screening data from PubChem.
